LAP4 TOR yeast = modulators of LAP4-GFP expression in yeast, primary screen, S. cerevisiae, multiplex flow cytometry, MLPCN library; 3 h; median GFP as percent of DMSO wells; GFP response vs DMSO, % at 10 µM; 320,000 compounds, 0.34% hits; AID 2023, 2009;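 active means GFP response vs DMSO above a set limit, about the screen mean plus 3 SD, cut at about 150% in these data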
MEP2-GFP yeast = modulators of MEP2-GFP levels in yeast, primary screen, S. cerevisiae, multiplex flow cytometry, MLPCN library. GFP response vs DMSO, % at 10 µM. 330,000 compounds, 0.51% hits. S. cerevisiae MEP2-GFP strain, 3 h; 100% = DMSO control level. AID 2016, 2009;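 active means GFP response versus DMSO above a set limit, roughly screen mean plus 3 SD, cut at about 180% in these data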;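 further: median GFP fluorescence of the barcode-gated MEP2-GFP cells per well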
Yeast superoxide = reduction of superoxide in aged yeast, primary screen, HTS; S. cerevisiae aged cells, superoxide DHE fluorescence; stronger effect = lower value; superoxide response (% of plate mean), % at 10 µM; 330,000 compounds, 0.18% hits; AID 2690, 2010;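 active means superoxide response under a set limit, about three screen SD below normal, cut at about 65% in these data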;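 further: yeast aged for seven days with compound at 30 °C before DHE staining; 100% = average MFI of all compound-treated wells on the plate with controls excluded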
AHR act = AHR activators, primary screen, cell-based, luminescence, luciferase reporter, human | Aryl hydrocarbon receptor (Homo sapiens), P35869 | AHR-responsive luciferase reporter cells | activation, % at 5 µM | 320,000 compounds, 2.5% hits; in the data active means activation above about 47%;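 further: 0% = vehicle wells and 100% = reference agonist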
procasp3 activ = activators of human procaspase-3 D3A mutant, primary screen, biochemical, absorbance, PC-3 D3A mutant, single concentration | Caspase-3 (Homo sapiens), P42574 | recombinant procaspase-3 D3A, Ac-DEVD-pNA absorbance 405 nm | activation, % at 8.5 µM | 330,000 compounds, 0.11% hits;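 active means activation above the mean of all tested compounds plus 3 SD, cut at about 21% in these data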;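 further: 0% = DMSO alone and 100% = DMSO wells spiked with extra 5 µM PC-3 D3A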
Target sequence (P42574 whole entry D9A/D28A/D175A): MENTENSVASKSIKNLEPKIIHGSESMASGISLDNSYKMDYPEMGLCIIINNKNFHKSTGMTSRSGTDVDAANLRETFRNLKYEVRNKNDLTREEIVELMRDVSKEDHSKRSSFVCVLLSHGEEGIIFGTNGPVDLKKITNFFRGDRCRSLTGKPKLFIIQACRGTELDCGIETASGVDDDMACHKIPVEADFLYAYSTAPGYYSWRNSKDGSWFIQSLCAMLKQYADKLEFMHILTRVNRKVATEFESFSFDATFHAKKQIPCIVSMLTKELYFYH
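Assay system: Procaspase-3 D3A mutant, all three cleavage aspartates alanine. Buffer or medium: Zinc-free HEPES saline buffer with Triton X-100. Times: 1 h compound preincubation, 2 h substrate hydrolysis at 25 °C. Measured by: 405 nm absorbance of p-nitroaniline, reads at 0 and 120 min. Read-out basis: percent activation relative to control range. Replicates: singlicate.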
proCasp7 act = procaspase-7 activators, primary screen, counter-screen for procaspase-3 activator project, biochemical, absorbance, HTS, human. recombinant procaspase-7, Ac-DEVD-pNA absorbance 405 nm; D23A/D198A/D206A triple mutant, cannot self-cleave; scale: DMSO 0, 5 µM enzyme 100. 330,000 compounds, 0.093% hits. Caspase-7 (Homo sapiens), P55210. activation, % at 8.5 µM. AID 463210, 2010;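 active means percent activation above the screen-wide mean plus 3 SD, cut at about 25% in these data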
Target sequence (P55210 whole entry D23A/D198A/D206A): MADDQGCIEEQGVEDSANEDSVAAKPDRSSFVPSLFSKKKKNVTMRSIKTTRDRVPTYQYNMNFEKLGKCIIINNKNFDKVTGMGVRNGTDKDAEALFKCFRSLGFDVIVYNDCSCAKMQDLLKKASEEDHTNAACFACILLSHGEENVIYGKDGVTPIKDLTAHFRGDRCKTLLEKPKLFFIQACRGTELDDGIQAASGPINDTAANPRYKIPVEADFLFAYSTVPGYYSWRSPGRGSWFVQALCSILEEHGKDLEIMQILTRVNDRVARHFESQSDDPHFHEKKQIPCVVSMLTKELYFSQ
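Assay system: Uncleavable procaspase-7 mutant enzyme / Input: 2 µM procaspase-7 mutant as dispensed / Dosing: single nominal 8.5 µM compound dose, 0.8% DMSO final / Timing: 1 h enzyme–compound preincubation and 2 h substrate reaction, both 25 °C / Detection: p-Nitroaniline absorbance at 405 nm, read at 0 and 120 min / Replication: singlicate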
JMJD2C inh = inhibitors of GASC-1 histone demethylase, primary screen, biochemical, fluorescence, DELFIA europium. Lysine-specific demethylase 4C (Homo sapiens), Q9H3R0. inhibition, % at 2.35 µM. 330,000 compounds, 0.069% hits. AID 2099, 2009. GST-JMJD2C(1-420) H3K9me3 demethylation;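 active means more than half of a compound's replicate wells show inhibition beyond 50%, single wells judged on their own value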;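 further: signal counts dimethyl H3K9 product captured on neutravidin plate; 0% = median of DMSO wells and 100% = 0.3 times that DMSO median; strong numbers were not always called active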
Target sequence (Q9H3R0 1-420 limits assumed): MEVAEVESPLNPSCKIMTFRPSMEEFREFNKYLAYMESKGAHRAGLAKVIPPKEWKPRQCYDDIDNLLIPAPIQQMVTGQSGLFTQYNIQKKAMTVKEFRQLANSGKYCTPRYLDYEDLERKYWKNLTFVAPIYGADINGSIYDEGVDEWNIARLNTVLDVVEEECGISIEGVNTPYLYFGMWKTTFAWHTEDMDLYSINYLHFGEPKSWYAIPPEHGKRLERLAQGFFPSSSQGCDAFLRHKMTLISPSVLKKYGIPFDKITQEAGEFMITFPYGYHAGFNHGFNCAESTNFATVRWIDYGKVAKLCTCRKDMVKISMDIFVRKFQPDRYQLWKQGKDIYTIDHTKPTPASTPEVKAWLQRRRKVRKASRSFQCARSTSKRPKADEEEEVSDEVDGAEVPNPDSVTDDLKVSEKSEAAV
RPL19A TOR yeast = RPL19A-GFP expression modulators in yeast, primary screen, cell-based, S. cerevisiae, multiplex flow cytometry, MLPCN. 330,000 compounds, 0.3% hits. AID 2025, 2009. S. cerevisiae RPL19A-GFP strain, 3 h; stronger effect = lower value. percent response vs DMSO, % at 10 µM;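 active means percent response vs DMSO below 50%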;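 further: median channel GFP fluorescence of the barcoded RPL19A-GFP strain; ratio of sample median GFP to plate DMSO average so 100% = DMSO; lower means less RPL19A-GFP as with rapamycin TOR inhibition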
Starred values were filed as active, the others as inactive; · = not tested or not shown; & = joins results of further samples.

cpd	structure	LAP4 TOR yeast	MEP2-GFP yeast	Yeast superoxide	AHR act
1	COc1ccc(NC(=O)CSc2nnc(CC(=O)Nc3ccc(F)cc3)n2C)cc1	88	102	101	1
2	COC(=O)CSc1nc(C)c2ccc(OC)cc2n1	109	100	84	1
3	CCN(Cc1ccccc1)C(=O)c1cc2cc(OC)c(OC)cc2[nH]1	114	99	102	19
4	COc1ccc(C(=O)NC2CC3CCCC(C2)N3CC(C)C)cc1OC (stereo not drawn)	109	111	95	13
5	COc1ccc2c(c1)c1c3n2CCN(C)C3=NCC1	90	92	97	11
6	CC(=O)Nc1ccc2c(c1)ncn2-c1ccc(C)cc1	114	110	98	4
7	Cc1cc(=O)[nH]c(SCc2cn3ccccc3n2)n1	108	101	100	2
8	COc1ccc(S(=O)(=O)N=Nc2c(O)[nH]c3ccccc23)cc1	114	100	98	12

cpd	procasp3 activ	proCasp7 act	JMJD2C inh	RPL19A TOR yeast
1	0	6	-12	94
2	5	-1	2	98
3	-6	0	3	97
4	8	4	0	102
5	12	15	-9	92
6	2	8	-4	101
7	4	-6	2	113
8	-7	-9	6	107

(continued)
cpd	structure	LAP4 TOR yeast	MEP2-GFP yeast	Yeast superoxide	AHR act
9	NC1=NC[C@H](c2ccccc2)N1CCCCC1CCCCC1	142	100	108	1
10	Cc1nnc(SCC(=O)NNC(=O)c2ccco2)n1-c1cccc(Cl)c1	102	114	92	-3
11	c1ccc(SCc2nc(-c3cccnc3)no2)cc1	110	94	143	7
12	O=C(NCC(=O)N1CCCC1)c1ccc(Cl)cc1	104	115	95	-2
13	CCOC(=O)c1c(S(=O)(=O)Nc2cccc(Cl)c2)c(C)n(C)c1C	89	103	99	21
14	COc1ccc(C(=O)NCC(=O)NCC(=O)OCC(=O)C(C)(C)C)cc1	92	96	96	8
15	Cc1ccc(Cl)cc1NS(=O)(=O)c1ccc2c(c1)NC(=O)C(C)C(=O)N2 (stereo not drawn)	99	97	92	7
16	NS(=O)(=O)c1ccc(CCNC(=O)c2ccccc2F)cc1	110	99	108	-2

cpd	procasp3 activ	proCasp7 act	JMJD2C inh	RPL19A TOR yeast
9	-6	6	-18	100
10	6	-2	9	106
11	1	7	13	94
12	3	-7	1	112
13	0	-1	7	103
14	3	9	-3	98
15	3	-3	-19	100
16	1	7	-5	103

Additional entries follow.
cpd	structure	LAP4 TOR yeast	MEP2-GFP yeast	Yeast superoxide	AHR act
17	CN(C(=O)c1ccc(=O)[nH]c1)C1(C(=O)NC2CCCCC2)CCCCC1	94	92	99	4
18	Cc1ccc(NC(=O)NCc2ccccn2)cc1	96	113	117	16
19	CCc1nnc(NS(=O)(=O)c2ccc(NC(=S)NC(=O)c3ccc(OC)c(OC)c3)cc2)s1	87	97	95	1
20	Cc1ccc(S(=O)(=O)N2CCOCC2)cc1C(=O)OCC(=O)NCc1ccc2c(c1)OCO2	95	106	91	1
21	O=C(NCCNC(=O)C(c1ccccc1)c1ccccc1)c1ccco1	95	98	104	-3
22	COc1ccc(-n2cc(CNC3CCN(C)CC3)c(-c3cccc(F)c3)n2)cc1	101	101	117	1
23	O=c1c(/C=C(\O)c2ccc(F)cc2)nc2ccccc2n1-c1ccccc1	103	109	112	-11
24	COc1ccc(NC(=O)C(=O)N2N=C3CCCCC3C2(O)C(F)(F)F)cc1 (stereo not drawn)	89	89	87	28

cpd	procasp3 activ	proCasp7 act	JMJD2C inh	RPL19A TOR yeast
17	-1	1	2	99
18	-2	-3	11	97
19	0	-1	8	105
20	4	1	12	99
21	-1	3	-1	98
22	1	1	-1	100
23	-10	-4	5	100
24	4	5	10	95

Sorted by the number under JMJD2C inh (lowest first): 6 from the list above
item	Compound	LAP4 TOR yeast	MEP2-GFP yeast	AHR act	procasp3 activ	JMJD2C inh	RPL19A TOR yeast
21	O=C(NCCNC(=O)C(c1ccccc1)c1ccccc1)c1ccco1	95	98	-3	-1	-1	98
17	CN(C(=O)c1ccc(=O)[nH]c1)C1(C(=O)NC2CCCCC2)CCCCC1	94	92	4	-1	2	99
23	O=c1c(/C=C(\O)c2ccc(F)cc2)nc2ccccc2n1-c1ccccc1	103	109	-11	-10	5	100
24	COc1ccc(NC(=O)C(=O)N2N=C3CCCCC3C2(O)C(F)(F)F)cc1 (stereo not drawn)	89	89	28	4	10	95
18	Cc1ccc(NC(=O)NCc2ccccn2)cc1	96	113	16	-2	11	97
20	Cc1ccc(S(=O)(=O)N2CCOCC2)cc1C(=O)OCC(=O)NCc1ccc2c(c1)OCO2	95	106	1	4	12	99

Down the list, as entered above.
AHR act, nos. 19 to 23, in order: 1, 1, -3, 1, -11
Yeast superoxide, nos. 19 to 23, in order: 95, 91, 104, 117, 112
JMJD2C inh, nos. 19 to 23, in order: 8, 12, -1, -1, 5

Further results follow:
cpd	structure	LAP4 TOR yeast	MEP2-GFP yeast	Yeast superoxide	AHR act
25	Cn1ccnc1SCC(=O)NC12CC3CC(CC(C3)C1)C2	94	93	92	-1
26	CCCNC(=S)N1CCN(Cc2ccc3c(c2)OCO3)CC1	79	88	106	-2
27	CC(C)(C)n1nnnc1C(c1cccnc1)N(Cc1ccccc1)Cc1cccs1 (stereo not drawn)	110	108	112	7
28	COc1ccc(C2(C(=O)NC(C)C)CCCC2)cc1OC	96	100	81	0
29	COc1ccccc1OCCC(=O)OCC(=O)NCc1ccccc1	107	105	97	-1
30	CCS(=O)(=O)N1Cc2ccccc2CC1C(=O)N1CCN(c2cccc(C)c2C)CC1 (stereo not drawn)	108	105	101	2
31	Cc1ccc(SCC(=O)NC2CCS(=O)(=O)C2)cc1 (stereo not drawn)	105	103	90	-3
32	CCC(C)(C)NC(=O)C(c1ccc(OC)cc1)N(C(=O)CCC(=O)Nc1cc(C)on1)c1ccc2c(c1)OCO2 (stereo not drawn)	103	98	121	-1

cpd	procasp3 activ	proCasp7 act	JMJD2C inh	RPL19A TOR yeast
25	4	15	2	94
26	-2	2	0	97
27	-6	-2	3	99
28	-3	3	3	103
29	-1	7	3	106
30	7	-3	11	108
31	-10	4	-7	99
32	4	3	-19	101

Arranged by heavy-atom count (rising): 5 of the compounds above
cpd	structure	LAP4 TOR yeast	MEP2-GFP yeast	Yeast superoxide	AHR act
25	Cn1ccnc1SCC(=O)NC12CC3CC(CC(C3)C1)C2	94	93	92	-1
26	CCCNC(=S)N1CCN(Cc2ccc3c(c2)OCO3)CC1	79	88	106	-2
27	CC(C)(C)n1nnnc1C(c1cccnc1)N(Cc1ccccc1)Cc1cccs1 (stereo not drawn)	110	108	112	7
30	CCS(=O)(=O)N1Cc2ccccc2CC1C(=O)N1CCN(c2cccc(C)c2C)CC1 (stereo not drawn)	108	105	101	2
32	CCC(C)(C)NC(=O)C(c1ccc(OC)cc1)N(C(=O)CCC(=O)Nc1cc(C)on1)c1ccc2c(c1)OCO2 (stereo not drawn)	103	98	121	-1

cpd	procasp3 activ	proCasp7 act	JMJD2C inh	RPL19A TOR yeast
25	4	15	2	94
26	-2	2	0	97
27	-6	-2	3	99
30	7	-3	11	108
32	4	3	-19	101

Following part.
cpd	structure	LAP4 TOR yeast	MEP2-GFP yeast	Yeast superoxide	AHR act
33	CCCOC(=O)C1C2C=CC3(CN(c4ccc(Cl)c(F)c4)C(=O)C13)O2 (stereo not drawn)	99	109	94	2
34	COc1cc2c(C(=O)NCc3ccc(C)o3)cn(CC(C)C)c(=O)c2cc1OC	97	110	105	0
35	COc1ccc(OC)c(NC(=O)C(CCSC)NS(=O)(=O)c2cccs2)c1 (stereo not drawn)	95	113	97	4
36	O=C(NCC1CCCO1)C(Cc1ccccc1)N1C(=O)C2C3C=CC(C4CC34)C2C1=O (stereo not drawn)	92	92	100	0
37	Cc1nnc(SCCC(=O)Nc2ccc(F)cc2)s1	102	103	94	5
38	Cc1ccc(NC(=O)CNc2cccc(S(=O)(=O)N3CCOCC3)c2)cc1F	111	101	96	-1
39	CC(C)C(=O)Nc1cccc(C(=O)Nc2ccccc2C(=O)O)c1	95	101	106	-1
40	CC(SCC(=O)Nc1ccc(F)cc1)c1nc2ccccc2c(=O)[nH]1 (stereo not drawn)	106	109	87	2

cpd	procasp3 activ	proCasp7 act	JMJD2C inh	RPL19A TOR yeast
33	-2	-2	-4	103
34	10	-4	-3	105
35	1	-6	-11	100
36	-2	11	23	91
37	4	3	3	99
38	-4	0	6	96
39	-6	-4	-2	94
40	9	8	5	103

The results go on.
cpd	structure	LAP4 TOR yeast	MEP2-GFP yeast	Yeast superoxide	AHR act
41	O=C(Cc1ccccc1)NC(=S)Nc1ccc(OC(F)F)cc1	103	100	101	9
42	Nc1c(C(=O)Nc2cccc(F)c2)nnn1-c1ccc2c(c1)OCCO2	106	106	94	-6
43	CN(C)CCCN(C(=O)CCSc1ccccc1)c1nc2cc3c(cc2s1)OCO3	97	106	106	-7
44	CN(/N=C/c1cccc(Br)c1)C1=NS(=O)(=O)c2ccccc21	103	102	97	·
45	NC(=O)c1oc2ccccc2c1NC(=O)Cc1ccccc1	84	106	102	1
46	O=[N+]([O-])c1ccc(CSc2ccc(S(=O)(=O)N3CCCC3)cn2)cc1	104	99	102	-1
47	O=C(CSc1nnc(-c2ccc3c(c2)OCO3)o1)Nc1ncc(Cl)cc1Cl	100	99	110	133*
48	COc1ccc(NC(=O)c2cccs2)c([N+](=O)[O-])c1	99	95	81	-3
49	CCOC(=O)c1ccc(N2CCOCC2)c(NC(=O)c2c(-c3ccccc3)noc2C)c1	100	98	102	-1
50	COc1ccccc1-c1nc(SCC(=O)Nc2cc(C)on2)c2c(=O)n(C)c(=O)n(C)c2n1	89	96	96	10
51	CNC(=O)C1C2C=CC3(O2)C1C(=O)N(C1CC1)C3C(=O)NCc1ccc(OC)cc1 (stereo not drawn)	92	101	97	-1

cpd	procasp3 activ	proCasp7 act	JMJD2C inh	RPL19A TOR yeast
41	5	3	3	97
42	10	-13	-7	103
43	-5	-7	-11	95
44	·	·	4	98
45	-6	-4	-1	100
46	-7	-20	10	99
47	-9	-6	1	107
48	-1	8	63	97
49	-2	1	3	98
50	-4	13	6	103
51	-6	11	16&7	94

Compound activity (PubChem)
